PAFAH1B3 inh – PAFAH1B3 (human) inhibition; Q15102; recombinant PAFAH1B3, FP-rhodamine probe, fluorescence polarization; inhibition, % at 3.39 µM; actives 0.28% (n = 340,000);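 active = inhibition above the screen-wide average of all tested compounds plus 3 SD, cut at about 25% in these data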;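 also: 0% = enzyme with DMSO only and 100% = wells lacking PAFAH1B3 protein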
PAFAH2 FP inh – PAFAH2 (human) inhibition; Q99487; recombinant PAFAH2, FP-rhodamine activity probe, fluorescence polarization; inhibition, % at 3.39 µM; actives 0.99% (n = 340,000); AID 492956;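 active = inhibition above the mean over all tested compounds plus 3 SD, cut at about 30% in these data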;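 also: inhibitors block probe labeling of enzyme so polarization drops; 0% = enzyme with DMSO and 100% = wells lacking PAFAH2 protein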
pPAFAH FP inh – inhibitors of human plasma PAF acetylhydrolase (pPAFAH); Q13093; recombinant pPAFAH, FP-rhodamine probe fluorescence polarization; inhibition, % at 3.39 µM; actives 1.5% (n = 330,000); AID 463082;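 active = inhibition above the mean inhibition across the screen plus 3 SD, cut at about 25% in these data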;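 also: inhibitors block binding of the rhodamine activity-based probe so polarization drops; 0% = enzyme with DMSO and 100% = wells lacking pPAFAH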
Target sequence (Q13093 whole entry, looked up): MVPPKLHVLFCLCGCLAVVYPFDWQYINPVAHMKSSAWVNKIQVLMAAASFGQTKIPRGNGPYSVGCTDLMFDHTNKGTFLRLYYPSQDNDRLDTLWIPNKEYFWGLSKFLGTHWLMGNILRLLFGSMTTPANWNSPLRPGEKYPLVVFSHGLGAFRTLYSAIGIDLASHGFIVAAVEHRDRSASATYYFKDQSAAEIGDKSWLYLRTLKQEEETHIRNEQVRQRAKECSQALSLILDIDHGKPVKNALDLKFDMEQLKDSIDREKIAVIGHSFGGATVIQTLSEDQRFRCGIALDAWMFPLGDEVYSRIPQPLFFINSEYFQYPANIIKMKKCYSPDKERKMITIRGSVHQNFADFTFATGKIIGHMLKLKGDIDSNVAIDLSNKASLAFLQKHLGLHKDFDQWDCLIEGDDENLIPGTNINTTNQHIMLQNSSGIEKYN
PAFAH1B2 FP inh – blocks human PAF acetylhydrolase 1b catalytic subunit 2 | P68402 | recombinant PAFAH1B2, FP-rhodamine activity probe, fluorescence polarization | inhibition, % at 3.39 µM | actives 1.2% (n = 340,000) | AID 492953;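 active = inhibition above the mean of all tested compounds plus 3 SD, cut at about 24% in these data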;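 also: 0% = enzyme with DMSO and 100% = wells lacking PAFAH1B2; many of its hits are not listed in these tables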
PAD4 FP inh – PAD4 (human) enzyme inhibition; Q9UM07; recombinant PAD4, RCA probe fluorescence polarization; actives 0.41% (n = 330,000); AID 485272; inhibition, % at 6.36 µM;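 active = percent inhibition above a cutoff equal to the mean of all tested compounds plus 3 SD, cut at about 15% in these data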;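 also: 0% = PAD4 with RCA probe and DMSO and 100% = probe without PAD4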
PME-1 inh – PME-1 (human) inhibition. recombinant PME-1, FP-Rh probe fluorescence polarization. Q9Y570. actives 0.53% (n = 320,000). AID 2130. inhibition, % at 5.9 µM;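 active = inhibition above the campaign mean of all compounds plus 3 SD, cut at about 26% in these data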;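 also: competitive labeling of PME-1 active site by serine hydrolase directed probe; 0% = PME-1 with DMSO and 100% = wells lacking PME-1 enzyme; inhibitors block probe labeling so polarization falls and inhibition rises; many of its hits are not listed in these tables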
LYPLA1 inh – LYPLA1 (human) inhibition in PME1 counter-screen. O75608. inhibition, % at 5.9 µM. recombinant LYPLA1, FP-Rh probe fluorescence polarization. actives 0.16% (n = 320,000);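 active = inhibition above the mean of all tested compounds plus 3 SD, set per campaign, cut at about 14% in these data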;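 also: inhibitors block serine hydrolase probe labeling of LYPLA1 so polarization falls; 0% = enzyme with DMSO and 100% = wells lacking LYPLA1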
Target sequence (O75608 whole entry, looked up): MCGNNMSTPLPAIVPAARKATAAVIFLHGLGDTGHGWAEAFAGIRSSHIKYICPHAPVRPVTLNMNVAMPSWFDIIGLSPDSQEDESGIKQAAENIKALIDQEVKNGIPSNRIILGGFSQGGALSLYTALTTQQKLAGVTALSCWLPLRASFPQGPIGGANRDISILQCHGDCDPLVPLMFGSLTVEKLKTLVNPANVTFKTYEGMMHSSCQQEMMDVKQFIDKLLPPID
GSTO1 inh – GSTO1 inhibition, counter-screen for RBBP9 inhibitors | AID 1974 | recombinant GSTO1, activity-based probe fluorescence polarization | actives 1.1% (n = 300,000) | inhibition, % at 5.96 µM | P78417;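 active = inhibition above the campaign mean inhibition plus 3 SD, cut at about 35% in these data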;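 also: 0% = GSTO1-1 with DMSO and 100% = wells lacking GSTO1-1 enzyme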
Target sequence (P78417 whole entry, looked up): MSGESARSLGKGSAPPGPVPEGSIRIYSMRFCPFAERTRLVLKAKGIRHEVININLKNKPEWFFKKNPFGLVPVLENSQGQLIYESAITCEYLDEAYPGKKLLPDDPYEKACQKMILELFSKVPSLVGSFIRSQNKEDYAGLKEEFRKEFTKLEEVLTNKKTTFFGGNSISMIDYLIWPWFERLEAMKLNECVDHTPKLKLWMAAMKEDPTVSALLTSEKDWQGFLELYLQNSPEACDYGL
Fam108B counter – counter-screen for RBBP9 inhibitors: inhibitors of mouse Fam108B; recombinant Fam108B, FP-Rh probe fluorescence polarization; inhibition, % at 9.51 µM; actives 0.33% (n = 300,000); AID 1947;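 active = inhibition above the screen mean inhibition plus 3 SD, computed separately per campaign, cut at about 18% in these data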;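 also: inhibitors lower polarization as less probe binds the enzyme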
Numbers without * were called inactive; nt = not tested or not shown.

SMILES | PAFAH1B3 inh | PAFAH2 FP inh | pPAFAH FP inh | PAFAH1B2 FP inh | PAD4 FP inh | PME-1 inh | LYPLA1 inh | GSTO1 inh | Fam108B counter
CCOc1ccccc1NC(=O)C1CCCN(S(=O)(=O)c2ccc3c(c2)C(C)(C)C(=O)N3C)C1 (stereo not drawn) | -1 | 2 | 1 | 3 | -4 | 0 | 3 | 0 | 0
OCCNc1c2ccccc2nc2c(F)c(F)c(F)c(F)c12 | 14 | 1 | 6 | 1 | 4 | 9 | 1 | -54 | 5
COc1cc2c(c(OC)c1O)C(=O)CO2 | 2 | 6 | 6 | 5 | 2 | -2 | -2 | 17 | 2
CC1CCCC(C)N1C(=O)Cn1cc(/C=C2/C(=O)Nc3ccccc32)c2ccccc21 (stereo not drawn) | 5 | 7 | 13 | 3 | 0 | 15 | -7 | -1 | 4
COc1ccc([C@H]2CC(=O)C=C(c3ccc(F)nc3)C2)cc1OC | 4 | -1 | 1 | 4 | -1 | 7 | 4 | nt | nt
COc1ccc(C(=O)NCc2nnc(SCC(=O)c3ccc(F)cc3)n2C)cc1OC | 1 | 4 | -4 | 8 | 0 | -1 | 0 | -2 | -1
COC(=O)C1CCN(C(=O)CCC2CCCCC2)CC1 | 9 | -2 | 2 | 4 | -4 | -6 | 0 | 1 | -1
COc1ccc(C(=O)NCCc2nnc(SCC(=O)Nc3ccccc3F)n2C)cc1 | 7 | -5 | 4 | 2 | -3 | 1 | 0 | 7 | 2
Nc1nonc1-n1nnc(C(=O)N/N=C/c2cccnc2)c1CSc1ccc(Cl)cc1 | -8 | 2 | -7 | 1 | 0 | -2 | -8 | -6 | 0
COc1ccc(C(C)NC(=S)NCc2ccc(F)cc2)cc1OC (stereo not drawn) | -5 | 0 | -7 | -4 | 2 | 5 | -1 | 4 | 2
CCOC(=O)C(CCCCOc1cccc(CC)c1)C(=O)OCC | 2 | 3 | 3 | 1 | 0 | 5 | -2 | 5 | 0
CCOC(=O)CNC(=O)c1cc(C)oc1C | nt | nt | 8 | nt | -5 | 1 | 2 | 9 | 9
O=C(CCn1c(=O)sc2ccccc21)NCc1ccco1 | 2 | 5 | 1 | 7 | 3 | 8 | 3 | 0 | 0
Cc1cc(C(=O)NCc2cccs2)nn1C | 2 | -3 | -4 | 0 | 4 | 0 | -2 | -5 | 3
Cc1cc(N)ccc1-c1cc2ccccc2oc1=O | 4 | 0 | 4 | -1 | 0 | -2 | -2 | -3 | -4
OCn1ncn(-c2ccccc2)c1=S | 2 | -2 | -1 | 1 | 2 | -2 | 0 | 3 | -3
CN(C(=S)Nc1ccc(F)cc1)C1(c2ccccc2Cl)CCCCC1=O (stereo not drawn) | 16 | -3 | 2 | -2 | -3 | 2 | 2 | -3 | -2
CCCCCN(C(=O)CCC(=O)OCc1cccc(F)c1)c1c(N)n(CCCC)c(=O)[nH]c1=O | 9 | 4 | 7 | -3 | -2 | -5 | 3 | -125 | 3
O=S(=O)(c1cccc(-c2cn3ccccc3n2)c1)N1CCCC1 | -9 | 10 | 2 | 3 | 1 | 0 | 0 | -4 | -1
c1ccc2c(c1)C(=Nn1cnnc1)c1ccccc1-2 | 11 | 10 | 0 | 7 | -2 | 5 | -2 | 4 | -2
Cc1cc(C(=O)N/N=C/C=C/c2ccccc2)c(C)o1 | -9 | 7 | 2 | 2 | -1 | -2 | 0 | 1 | 2
CCCCn1nnc(NC(=S)NC(=O)c2cccs2)n1 | 4 | 4 | 0 | 5 | 3 | -2 | 2 | 3 | 2
COc1ccc(NC(=O)CN(C)C(=O)/C=C/c2cn(Cc3ccccc3)nc2-c2cccnc2)cc1 | -5 | -2 | 3 | 2 | -5 | 6 | 2 | 0 | -1
O=C(NNc1nc2cc3c(cc2s1)OCO3)c1cccc(F)c1 | 10 | -1 | 8 | 9 | 1 | 3 | -1 | -1 | 3
CC(Sc1ccsc1[N+](=O)[O-])C(=O)NCCc1ccc(Cl)cc1 (stereo not drawn) | 3 | -1 | 8 | 19 | -2 | 20 | 0 | -2 | 7
O=C(COc1ccccc1[N+](=O)[O-])N(C1CCCCC1)C1CCS(=O)(=O)C1 (stereo not drawn) | -2 | 0 | -3 | 0 | -2 | 5 | 2 | -2 | -1
CN(CCc1ccccn1)C(=O)c1ccc(OC2CCN(CCc3ccccc3)CC2)cc1 | 2 | 2 | -2 | -1 | 1 | 1 | 2 | -1 | 3
O=C(CCn1cnnn1)Nc1ccc(F)cc1 | 0 | 7 | 3 | -5 | -3 | 0 | -3 | -1 | 6
CSCC[C@H](NC(=O)OC(C)(C)C)c1nnc(SCC(=O)Nc2c(C)cccc2C)o1 | 3 | -7 | 5 | 1 | 0 | 2 | -2 | 0 | 8
CC(C)c1ccccc1NC(=O)CC1(CC(=O)O)CCCC1 | 6 | 3 | 3 | 7 | -2 | -3 | 0 | 3 | -1
COc1ccc(NC(=O)Nc2nccs2)cc1 | 4 | 6 | 2 | 3 | 4 | -3 | 1 | -5 | 3
CCCc1nc2ccccc2c(C(=O)OCC(=O)Nc2ccc(S(=O)(=O)N3CCOCC3)cc2)c1CC | -52 | -54 | -23 | -25 | 0 | -68 | -38 | -21 | -53
CC(=O)Nc1ccc(NC(=O)c2ccccc2C)cc1 | 10 | 10 | 1 | -3 | -1 | 0 | 0 | 4 | 1
O=C1Cc2cc(S(=O)(=O)NCc3ccc(F)cc3)ccc2N1 | 2 | -8 | -4 | 3 | 2 | nt | nt | nt | nt
COCCNC(=O)C1Nc2ccc(OC(F)(F)F)cc2C2C=CCC12 (stereo not drawn) | 22 | 20 | 7 | 10 | -4 | 11 | -3 | 11 | 2
CCOC(=O)c1sc(NC(=O)c2cccnc2)nc1C | 5 | 12 | 6 | 1 | 0 | 5 | -5 | -6 | -2
CC(=O)c1cccc(N(CC(=O)Nc2ccc(S(=O)(=O)N3CCCC3)cc2)S(C)(=O)=O)c1 | 6 | 14 | 2 | 5 | -2 | 7 | -2 | 1 | -1
Cn1c(NCc2cccc(Br)c2)nc2ccccc21 | -1 | 0 | 2 | 1 | -6 | -3 | 5 | 12 | -1
CCc1nnc(NC(=O)c2ccc(S(=O)(=O)N3CCCc4ccccc43)cc2)o1 | 12 | 5 | 1 | 3 | -1 | -3 | -3 | -8 | -2
CC(C)CCNC(=O)CCc1nnc2ccc(N3CCC(C)CC3)nn12 | 2 | 2 | 3 | 4 | -1 | 7 | 0 | 1 | -4
O=C(CC1C(=O)NCCN1C/C=C/c1ccccc1)NCCCC1CCCC1 (stereo not drawn) | -1 | -5 | -2 | 9 | -4 | -8 | -3 | 9 | -1
COc1cc(/C=C2/C(=O)NN(c3cccc(C)c3)C2=O)cc([N+](=O)[O-])c1O | 10 | 12 | 14 | 16 | -1 | 6 | 4 | 8 | 83*
CCc1ccc(NC(=O)C2CCC(CNC(=O)[C@@H]3Cc4ccccc4CN3)CC2)cc1 (stereo partly drawn) | 2 | -6 | 2 | 1 | -1 | -7 | -2 | 0 | 2
Cn1ncc(N=Cc2ccc([N+](=O)[O-])cc2)c1C(=O)N1CCOCC1 | 11 | 2 | 3 | 3 | 3 | -1 | 3 | 6 | 3
O=C(CN1C(=O)CCS(=O)(=O)c2ccccc21)Nc1ccc(Cl)cc1 | 7 | 2 | 9 | 3 | 1 | 0 | -8 | 4 | 2
CCOCCCNC(=O)C(c1ccc(C)cc1)N(Cc1cccs1)C(=O)c1ccccc1O (stereo not drawn) | 14 | -9 | 8 | 1 | -2 | -1 | -3 | 2 | 0
Cc1ccc(S(=O)(=O)NC(CC(N)=O)C(=O)O)cc1 (stereo not drawn) | -3 | -7 | 2 | 1 | -2 | -4 | -2 | -3 | 2
O=C(N/N=C/c1cccc(Oc2ccccc2)c1)c1ccncc1 | 3 | 4 | 4 | -3 | -3 | -8 | -3 | -3 | 1
CCO[C@H]1OC(C(=O)NCc2nc3ccccc3[nH]2)=C[C@@H](c2ccccc2)[C@@H]1CCCO | 9 | -5 | 3 | 2 | 1 | -2 | 0 | 0 | -5
COC(=O)/C(=C(/F)SCC(C)=O)C(F)(F)F | nt | nt | 4 | nt | 6 | 0 | 0 | 0 | -4
CC(C)C[C@@]12C(=O)N(c3cccc(Cl)c3)C(=O)N1[C@H](c1ccc(Br)cc1)[C@@H]1C(=O)N(C(C)(C)C)C(=O)[C@@H]12 | -14 | 7 | 3 | 3 | -2 | -5 | -6 | 0 | -4
COc1ccc(OC)c(/C=N/N(CCC#N)C2=NS(=O)(=O)c3ccccc32)c1 | -3 | 10 | 0 | 2 | 3 | 6 | 1 | 0 | -3
CC(C)C[C@@H](CO)N(Cc1ccccc1)S(=O)(=O)N(Cc1ccccc1)[C@H](CO)CC(C)C | 3 | 2 | -2 | 8 | -2 | -12 | -8 | nt | nt
Cc1nc2c(C(F)(F)F)cccc2c2c1CCS2 | 3 | -3 | 4 | 5 | -6 | 0 | -2 | 4 | -1
COc1ccc(CN(C)C(=O)c2ccc(NC(=O)CC3SC(N4CCCC4)=NC3=O)cc2)c(OC)c1 (stereo not drawn) | -4 | 3 | 0 | -2 | -1 | 3 | 3 | 3 | 2
O=C(COC(=O)c1cc2ccccc2oc1=O)Nc1cccc(Br)c1 | 9 | 26 | -14 | -1 | 3 | -2 | -2 | 10 | -1
CN(C)C(CNC(=O)c1cc(S(=O)(=O)N2CCOCC2)ccc1F)c1cccs1 (stereo not drawn) | 7 | 1 | 3 | 6 | -2 | nt | nt | nt | nt
COc1ccc(-c2onc3ccc(Cl)cc23)cc1 | 4 | 4 | 1 | 3 | -1 | -3 | -4 | 1 | -3
c1ccc(N2CCN(C3CCSC3)CC2)cc1 (stereo not drawn) | 5 | 1 | 17 | 4 | 2 | 3 | -5 | -3 | 1
Cc1cc(N2CCCC2)n2nc(C)nc2n1 | -3 | 4 | -3 | 2 | 2 | 2 | 2 | -3 | -1
(list continues)
SMILES | PAFAH1B3 inh | PAFAH2 FP inh | pPAFAH FP inh | PAFAH1B2 FP inh | PAD4 FP inh | PME-1 inh | LYPLA1 inh | GSTO1 inh | Fam108B counter
COc1cc(-n2c(C)nc3cc(C(=O)O)ccc32)cc(OC)c1OC | 9 | -3 | 2 | 5 | 5 | 0 | 4 | 5 | 5
CC1CCCCN1S(=O)(=O)c1cn(C)c(=O)n(C)c1=O (stereo not drawn) | 8 | -2 | -1 | 6 | 1 | -1 | -1 | -1 | 4
Cc1onc(-c2ccccc2)c1C(=O)N1CCCC1 | 4 | 8 | 0 | 0 | -2 | 4 | 4 | 4 | 4
Cc1ccc(N2C(=O)c3cccc4c([N+](=O)[O-])ccc(c34)C2=O)c2cccnc12 | 24 | 1 | -2 | 7 | -1 | 3 | -5 | -3 | 5
CN1CCN(S(=O)(=O)c2ccc(CNC(=O)c3ccccc3)s2)CC1 | 6 | 2 | 3 | 0 | -2 | -6 | -1 | 8 | 0
CCOC(=O)C1C(=O)NC(c2ccccc2)=NC1c1ccccc1 (stereo not drawn) | 0 | -7 | 1 | -2 | -8 | 0 | 0 | 9 | -1
c1ccc(C(NCCNC(c2ccccc2)c2ccccc2)c2ccccc2)cc1 | -2 | -2 | 2 | 2 | 3 | -9 | -5 | -4 | -2
O=C(Cn1cc(C(F)(F)F)cc(Cl)c1=O)NCc1ccc(Cl)cc1Cl | 1 | 0 | -1 | 3 | -5 | 2 | 1 | 6 | 0

Screens deposited in PubChem by The Scripps Research Institute Molecular Screening Center.

An excerpt, so the mix of outcomes need not match the whole.
